# PPC-1+TRAIL kill – compounds killing PPC-1 cancer cells with TRAIL present, primary screen, TRAIL potentiator project, ATPLite luminescence, uHTS; 220,000 tested, 0.41% active; cell killing (% activity), % at 4 µM; AID 1443, 2008; PPC-1 cells + TRAIL, ATPLite viability luminescence;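 active means cell killing above 50% in the first pass at 4 µM, then a duplicate retest at 5 µM averaging 50% or more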;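 further: plate controls were cells with TRAIL plus DMSO for no effect and medium-only wells lacking cells for full effect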
# Tb hexokinase – Trypanosoma brucei hexokinase 1 inhibitors, primary screen, biochemical, G6PDH-coupled NADH absorbance, MLSCN library | hexokinase 1 [Trypanosoma brucei] | recombinant TbHK1, G6PDH-coupled NADH A340 | inhibition, % at 10 µM | 220,000 tested, 0.11% active;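 active means inhibition of 50% or more in the single-dose primary screen; inactive means inhibition below 50%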
# PGE2 EP2 inh – human EP2 receptor antagonists, primary screen, TR-FRET cAMP, C6 glioma cells; C6 glioma cells expressing human EP2; cells stimulated with saturating PGE2; inhibition, % at 25 µM; 260,000 tested, 0.52% active;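 active means percent inhibition above 40 after rounding to a whole number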;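 further: rat C6 glioma host cells with rolipram phosphodiesterase inhibitor present; the protocol text gives 20 µM as final concentration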
# Target sequence (P43116 whole entry, looked up): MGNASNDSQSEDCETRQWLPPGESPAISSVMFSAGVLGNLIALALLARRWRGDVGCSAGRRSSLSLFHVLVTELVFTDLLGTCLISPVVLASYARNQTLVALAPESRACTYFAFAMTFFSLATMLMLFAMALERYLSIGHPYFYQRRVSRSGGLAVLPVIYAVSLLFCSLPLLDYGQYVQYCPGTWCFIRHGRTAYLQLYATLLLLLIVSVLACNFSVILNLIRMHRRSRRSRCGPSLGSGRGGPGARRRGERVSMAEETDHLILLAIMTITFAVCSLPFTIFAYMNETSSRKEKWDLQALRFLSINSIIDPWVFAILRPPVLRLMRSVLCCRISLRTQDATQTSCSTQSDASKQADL
# RBBP9 inh – human RBBP9 inhibitors, primary screen, biochemical, fluorescence polarization, FP-Rh probe, HTS; Serine hydrolase RBBP9 (Homo sapiens), O75884; inhibition, % at 7.94 µM; 220,000 tested, 0.2% active; recombinant RBBP9;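 active means inhibition above the campaign mean of all tested compounds plus 3 SD, cut at about 14% in these data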;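 further: plate controls were DMSO wells with RBBP9 for no effect and wells lacking RBBP9 protein for full effect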
# Target sequence (O75884 whole entry, looked up): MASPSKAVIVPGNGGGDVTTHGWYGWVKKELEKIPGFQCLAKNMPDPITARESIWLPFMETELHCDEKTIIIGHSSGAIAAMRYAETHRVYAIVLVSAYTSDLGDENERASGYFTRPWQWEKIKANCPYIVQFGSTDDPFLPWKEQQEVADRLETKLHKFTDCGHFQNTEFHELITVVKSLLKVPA
#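 Measured by: FP readout at 525/598 nm; material: recombinant human RBBP9; also added: Serine-hydrolase probe FP-Rh, 375 nM pre-mixing; medium: Tris buffer pH 8.0, NaCl, Pluronic; replication: one well per compound; doses: one concentration, 7.94 µM nominal, 0.794% DMSO; timing: preincubation 30 min plus labeling 45 min at 25 °C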
# Ba/F3 V617F tox – reduced viability of JAK2V617F-dependent Ba/F3 cells, primary screen, JAK2V617F inhibitor project, cell-based, Ba/F3 EpoR-JAK2V617F, luminescence; 220,000 tested, 1.1% active; ATP luminescence; inhibition, % at 5.6 µM; AID 1446, 2008;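 active means inhibition above the campaign mean plus 3 SD over all tested compounds, cut at about 24% in these data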;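 further: cytokine-independent growth of Ba/F3 cells driven by EpoR plus mutant JAK2; 0% = DMSO-treated cells and 100% = JAK inhibitor I control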
# NCF1 inh – p47phox/p22phox peptide binding inhibitors, primary screen, biochemical, uHTS, NADPH oxidase regulatory subunit; AID 1274, 2008; inhibition, % at 24.7 µM; fluorescence polarization, 2 h; 220,000 tested, 0.53% active; Neutrophil cytosol factor 1 (Homo sapiens), P14598;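 active means inhibition above about 30%, limit read from the data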;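 further: 0% = p47phox with labelled peptide and 100% = labelled peptide alone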
# Target sequence (P14598 whole entry, looked up): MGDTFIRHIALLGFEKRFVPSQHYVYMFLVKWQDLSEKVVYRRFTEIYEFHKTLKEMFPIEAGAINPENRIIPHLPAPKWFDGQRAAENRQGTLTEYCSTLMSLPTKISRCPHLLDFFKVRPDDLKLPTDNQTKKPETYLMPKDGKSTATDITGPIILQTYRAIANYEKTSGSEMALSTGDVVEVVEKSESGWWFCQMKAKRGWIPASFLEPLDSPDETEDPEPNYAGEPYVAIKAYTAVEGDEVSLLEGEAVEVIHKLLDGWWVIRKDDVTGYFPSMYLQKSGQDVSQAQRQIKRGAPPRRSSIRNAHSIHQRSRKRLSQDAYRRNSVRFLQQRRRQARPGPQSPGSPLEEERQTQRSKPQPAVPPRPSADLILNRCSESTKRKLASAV
# BaF3 parental – parental Ba/F3 cell viability inhibition, counter-screen for JAK2V617F inhibitor project, murine pro-B, CellTiter-Glo luminescence | CellTiter-Glo ATP luminescence | inhibition, % at 5.6 µM | 220,000 tested, 1.1% active | AID 1486, 2009;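 active means inhibition above a per-campaign cutoff, the mean inhibition of all tested compounds plus 3 SD, cut at about 27% in these data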;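 further: 0% = DMSO wells and 100% = JAK Inhibitor I control wells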
# Furin inhibitor – human furin inhibitors, primary screen, biochemical, fluorescence intensity | P09958 | purified furin, fluorogenic substrate cleavage | inhibition, % at 30 µM | 220,000 tested, 0.061% active | AID 463115, 2010; in the data active means inhibition above about 25%; further: inactives centre near -15
# p97 inhibitor – inhibitors of human p97 ATPase, primary screen, biochemical. inhibition, % at 8 µM. 220,000 tested, 0.42% active. Transitional endoplasmic reticulum ATPase (Homo sapiens), P55072. recombinant p97 ATPase, Kinase-Glo ATP luminescence, 3 h; in the data active means inhibition above about 15%;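 further: 0% = DMSO vehicle and 100% = wells lacking enzyme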
# Numbers without * were called inactive; / = no result given; & = joins results of further samples; [ ] = dose if it differs, or a comment. Not all compounds are listed; count on the stated rates, not on these rows.
SMILES,PPC-1+TRAIL kill,Tb hexokinase,PGE2 EP2 inh,RBBP9 inh,Ba/F3 V617F tox,NCF1 inh,BaF3 parental,Furin inhibitor,p97 inhibitor
COc1ccc(C(=O)NCCn2cc(SCC(=O)Nc3cc(C)on3)c3ccccc32)cc1OC,-2,3,12,-8,-1,2,3,-21,-3
CC1CCN(CCOc2cc(Cl)ccc2Cl)CC1,18,-1,8,-6,-5,-3,1,-17[20 µM],2
O=C(NCC1OCCCN1S(=O)(=O)c1cc(F)ccc1F)C(=O)NC1CCCCCC1 (stereo unspecified),2,7,3,-7,4,12,4,-5,-5
CCc1ccccc1NC(=O)CC1S/C(=N\c2nccs2)N(CC)C1=O (stereo unspecified),-1,-3,6,-2,1,-9,4,-28,3
CC(C)Cn1c(N)c(S(=O)(=O)c2cccs2)c2nc3ccccc3nc21,6,-1,16,2,2,-11,1,-33,12
Cc1ccc(CN2C(=O)N/C(=C/c3ccc4c(c3)n(C)c(=O)n4C)C2=O)cc1,4,-7,4,-9,3,-10,5,0,1
COc1ccc(N(CC(=O)N2CCc3ccccc32)S(=O)(=O)c2c(C)noc2C)cc1,13,2,5,-9,1,-4,1,-19,-1
COc1ccc(NC(=S)N2CCN(Cc3ccco3)CC2)c(OC)c1,5,-4,5,-3,-2,-9,4,-22,3
Cc1nc(Sc2nnnn2C)c2c3c(sc2n1)CCC3,-3,3,11,3,2,-5,1,-21,-1
CC(=O)N1c2ccccc2NC2=C(C(=O)CCC2)C1c1ccc(F)cc1 (stereo unspecified),11,-37,8,-6,2,12,4,6,4
CC(=O)N1CCOCCOCCOCC1,9,-13,7,-5,-2,-7,-4,-27,1
c1ccc(N2CC3CCc4ccccc4C3=N2)cc1 (stereo unspecified),15,0,14,-1,-5,-1,2,-21,6
O=C(CSc1nnc(-c2ccccc2O)o1)N1CCc2ccccc2C1,21,-8,7,7,-6,-1,2,-16[20 µM],1
CCOC(=O)C1=C(C)Nc2ncnn2C1c1ccc(N(C)C)cc1 (stereo unspecified),0,-5,4,-10,-2,-12,2,-20,2
Cc1[nH]n(C(N)=S)c(=O)c1C(c1ccccc1)C(C#N)C#N (stereo unspecified),4,-4,20,0,1,-4,1,-27[20 µM],1
CN(CCN1CCc2ccccc2C1)Cc1nc(-c2ccc3c(c2)OCO3)no1,13,0,5,-1,-2,-2,1,-22,-3
Cc1cccc(C)c1-n1c(C)cc(/C=N\NC(=O)CC(=O)NC2CCCCC2)c1C,-8,-12,3,-9,0,-7,7,-8,-3
CC(C)OC(=O)c1nnc(-c2ccccc2)nc1OC(C)C,-6,-3,12,-9,0,-2,1,-11[20 µM],-6
Cc1ccc(C)c2c1[nH]c1ccc([N+](=O)[O-])cc12,17,2,21,-7,3,-4,7,0[20 µM],-5
O=S(=O)(NCc1ccco1)N1CCCCCC1,16,0,-6,-7,3,-5,5,-11[20 µM],-4
O=C(OCc1nc2ccccc2[nH]1)C1CCCCC1,13,27,6,4,-3,-8,2,-17,5
CCN1C(=O)C2(/C(=C(\O)c3ccc4c(c3)OCCO4)C(=O)C(=O)N2CCCOC)c2ccccc21 (stereo unspecified),5,-31,0,-8,0,-8,0,4,6
N#Cc1c(Sc2ncc(C(F)(F)F)cc2Cl)nsc1C/C=N\OCc1ccccc1Br,-6,1,11,-5,-3,-55,0,-26[20 µM],1
Cc1cccc(-c2noc(-c3cc4ccccc4oc3=O)n2)c1,30,-17,6,3,4,-14,4,-6[20 µM],1
O=C(CCNS(=O)(=O)c1cccc2nonc12)NCc1cccs1,20,-2,12,0,-1,-7,4,-33,2
O=C1NC(c2cccnc2)C(C(=O)c2cccs2)C(O)(C(F)(F)F)N1 (stereo unspecified),11,0,10&6,-2,-1,-3,9,-14[20 µM],5
CC1C(=O)O[C@@H]2C[C@@H](C)[C@@H]3CCC(=O)[C@@]3(C)[C@@H](O)[C@H]12 (stereo partly specified),14,6,3,/,/,21,/,-28,/
CC1=C(/C=N/Nc2ccc([N+](=O)[O-])cc2[N+](=O)[O-])C(C)(C)CCC1,2,16,3,-3,2,-11,10,-6,-3
COc1ccc(C[C@H]2c3cc(O)c(OC)cc3CC[N+]2(C)[O-])cc1O (stereo partly specified),24,-64,26,/,/,-15,/,-31,/
O=C(NCCCN1CCOCC1)C(=O)N/N=C/c1c2ccccc2cc2ccccc12,5,-12,6,-7,0,4,6,-7,-2

# Single records, from the list above. Screens in order: PPC-1+TRAIL kill	Tb hexokinase	PGE2 EP2 inh	RBBP9 inh	Ba/F3 V617F tox	NCF1 inh	BaF3 parental	Furin inhibitor	p97 inhibitor
# Profile of O=C1NC(c2cccnc2)C(C(=O)c2cccs2)C(O)(C(F)(F)F)N1 (stereo unspecified) : 11	0	10&6	-2	-1	-3	9	-14[20 µM]	5
# Profile of CC1C(=O)O[C@@H]2C[C@@H](C)[C@@H]3CCC(=O)[C@@]3(C)[C@@H](O)[C@H]12 (stereo partly specified) : 14	6	3	/	/	21	/	-28	/
# Profile of COc1ccc(C[C@H]2c3cc(O)c(OC)cc3CC[N+]2(C)[O-])cc1O (stereo partly specified) : 24	-64	26	/	/	-15	/	-31	/
# Profile of CCN1C(=O)C2(/C(=C(\O)c3ccc4c(c3)OCCO4)C(=O)C(=O)N2CCCOC)c2ccccc21 (stereo unspecified) : 5	-31	0	-8	0	-8	0	4	6

# The results go on:
SMILES,PPC-1+TRAIL kill,Tb hexokinase,PGE2 EP2 inh,RBBP9 inh,Ba/F3 V617F tox,NCF1 inh,BaF3 parental,Furin inhibitor,p97 inhibitor
CC1(C)CC(OC(=O)c2ccccc2)CC(C)(C)N1,-16,-6,10,-3,-4,-6,5,-17[20 µM],4
NC(=O)C1CCN(CC(=O)Nc2ccccc2Sc2ccccc2)CC1,8,-2,7,-6,-1,-12,1,-15,1
CC1=CC(C)(C)N(C(=O)CN2C(=O)CCC2=O)c2ccc(C)cc21,2,2,6,-4,-2,0,10,-23,5
CCOC(=O)CN1CCc2c(C)nc3c(-c4ccc(OC)c(OC)c4)cnn3c21,16,-22,5,-9,-2,-9,4,-8[20 µM],-4
CC(NC(=O)c1cc(COc2c(F)cccc2F)on1)c1cnn(-c2ccccc2)c1 (stereo unspecified),15,3,2,-12,4,-8,7,-4,-8
CC[N+](CC)(CC)C/C=C/CN1CCCCC1,10,6,8&6,1,0,-12,7,-11,3
CC(=O)N1CCC(C(=O)Nc2nc(-c3ccccc3)ns2)CC1,2,0,5,-8,12,-9,10,-19[20 µM],-3
CC(C)Sc1oc(-c2ccco2)nc1S(=O)(=O)c1ccccc1,-4,4,17,-5,0,-27,1,-9[20 µM],0
CCN(CC(=O)NCc1ccc(F)cc1)CC(=O)Nc1ccc(S(=O)(=O)N2CCCC2)cc1,6,0,3,-6,-4,0,-2,-18,2
C=CCNS(=O)(=O)c1ccc(OCC(=O)OC)cc1,8,1,20,-1,-2,-12,0,-16[20 µM],6
Cc1ccc(C)c(NC(=S)N2CCCCCC2)c1,3,-4,8,-3,-5,-14,1,-16[20 µM],2
COC(=O)c1ccc(/C=C(\C#N)c2nc3ccccc3s2)cc1,-5,-10,-1,-13,2,10,5,-9[20 µM],-3
CC(=O)N=c1n(C)c2ccccc2n1CCOc1ccccc1,8,2,12,-3,0,2,3,-27,2
CCc1cccc(C)c1NC(=S)NCc1cccn1C,9,40,8,-7,0,-45,6,-9,7
N#Cc1c(-c2ccco2)cc(C2CC2)nc1SCC(=O)c1ccccc1,6,0,4,-4,-1,-23,-1,-10,1
COC(=O)Cc1ccc(NC(=S)NNC(=O)c2ccccc2Br)cc1,1,14,4,-1,-2,-1,2,-26,5
c1ccc(C2[C@H]3CN(CC4CCCCC4)[C@H](c4ccccc4)C34CC2(c2cccnc2)C4)cc1 (stereo partly specified),-17,-7,13,/,/,-11,/,-16,/
COc1cccc(-c2cc(C(=O)Nc3nc4ccccc4s3)c3ccccc3n2)c1,9,-19,0,-37,-2,-54,3,-25[20 µM],0
COc1cc(/C=C2/C(=N)N3OC(C)=CC3=NC2=O)ccc1OC(=O)c1ccco1,-19,6,13,1,-1,-12,7,-28,7
c1ccc(Cc2nnc3sc(C4COc5ccccc5O4)nn23)cc1 (stereo unspecified),1,8,8,-12,-5,-6,4,-24[20 µM],0
Oc1[nH]c2c(Cl)cc(Cl)cc2c1N=NC(=S)NCC1CCCO1 (stereo unspecified),39,1,6,-10,6,4,7,-5,-8
Cc1ccc(C)n1NC(=O)c1ccc(Cl)cc1Cl,32,4,15,-2,0,-14,4,-5[20 µM],6
CC(C)Nc1nc(NC(C)C)nc(OCCOC(=O)Nc2ccccc2)n1,38,-4,7,-1,-1,-26,6,-19[20 µM],2
COc1ccccc1CNC(=O)c1nn(-c2ccc(C)cc2)c(=O)c2c1c1ccccc1n2C,4,-35,2,-4,-2,-2,2,-19[20 µM],3
Nc1nc(-c2ccco2)nn1C(=O)CCc1ccccc1,1,6,15,-3,3,-4,5,-3[20 µM],-2
CC1(C)OC(=O)C(=CNn2cnc3ccccc3c2=O)C(=O)O1,8,4,17,-6,2,-1,5,-16,3
O=C(CSc1nnc(-c2ccco2)n1Cc1ccccc1)c1ccc(F)cc1,-7,-1,2,-7,2,-21,6,-6,-3
O=C(Cn1cc(C(F)(F)F)cc(Cl)c1=O)Nc1cccc(Cl)c1,17,-3,14,-1,-4,-15,3,-30,5
CCOC(=O)Cn1nnnc1C(CC)N(Cc1cc2ccc(C)cc2[nH]c1=O)C1CCCC1 (stereo unspecified),24,-3,18,-5,2,-9,6,-13,-4
CCn1ncc(Cl)c1C(=O)NC(C)c1ccccc1 (stereo unspecified),-1,0,7,-12,2,-8,3,-2[20 µM],-7
O=C(OCc1ccc(F)cc1)c1ccc2c(c1)-c1ccccc1C2=O,9,9,7,3,-6,-3,0,-13,10
CN(C)C(CNC(=O)c1ccc(S(=O)(=O)N(C)C)cc1)Cc1ccccc1 (stereo unspecified),4,4,-1,-7,2,-6,3,-16,-7
Cc1ccc(C(=O)CSc2ncnc3sc4c(c23)CCCC4)cc1,38,-4,28,-7,-2,-3,5,-32[20 µM],-1
CCOc1ccc(-c2nc(CSCC(=O)N3CCN(c4cccc(OC)c4)CC3)c(C)o2)cc1,20,-20,14,-6,-4,-17,5,-21,-12
Cc1c(C(=O)NCc2cccnc2)oc2c1C(=O)CC(C)(C)C2,10,0,4,-10,6,-3,10,-2[20 µM],-1
Cc1ccc(NC(=O)N2N=C(c3ccc(F)cc3)CC2c2ccc(F)cc2)cc1 (stereo unspecified),7,-12,12,-7,-5,0,1,-15,0
O=C(CC1SC(=NCc2ccccc2)NC1=O)Nc1ccccc1 (stereo unspecified),21,0,12,-4,-4,7,3,-7,3
COc1ccc2c3c([nH]c2c1)C1(NCC3)C(=O)Nc2ccccc21 (stereo unspecified),11,7,2,-7,-1,-2,-4,-19,-1
Cc1ccc(NC(=O)CNc2ccccc2CN(C)C2CCCCC2)cc1,24,14,1,0,2,-2,4,-15,-4
Cc1ccc(-n2c(C)nc3c(cnn3-c3ccc(F)cc3)c2=O)cc1C,29,-4,25,-9,-1,8,2,-22,3
Cc1ccccc1S(=O)(=O)Cc1ccc(C(=O)N2CCN(C3CCCCC3)CC2)o1,4,-7,7,-9,0,-3,4,-28,-1
